# MITF TRPM1 inh = reduces MITF-dependent TRPM1 promoter luciferase signal; SK-MEL-5 TRPM1 promoter luciferase, 24 h; inhibition, % at 12.5 µM; hit rate 0.83% among 330,000; AID 488899;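 active means mean inhibition across replicates of 60% or more, whatever share of single replicates reaches that level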; further: values of inactives mirror those of a sister screen read the other way
# TWEAK Fn14 block = inhibitors of TWEAK-Fn14 interaction signaling. TWEAK-stimulated Fn14 reporter cells, luciferase luminescence, 8 h. inhibition, % at 10 µM. hit rate 2% among 360,000; in the data active means inhibition above about 50%
# Shn3 inh set2 = Schnurri-3 reporter inhibition in Clone20 osteoblasts | Clone20 osteoblast Shn3 3'UTR firefly luciferase, 24 h | inhibition, % at 12.5 µM | hit rate 0.52% among 360,000 | AID 588674;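 active means mean inhibition of at least 75% with every replicate also reaching 75%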;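 further: 0% = median of neutral control wells and 100% = pilot-screen positive control compound; some compounds past the cut are filed as inactive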
# HIF-2a block = HIF-2a inhibition; 786-0 RCC cells HIF-2a reporter, luciferase luminescence, overnight; inhibition, % at 18.8 µM; hit rate 0.72% among 360,000;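 active means inhibition of the luminescence signal of 40% or more relative to plate controls, in a single-dose primary screen at 18.75 µM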
# TRAIL sens C8 = caspase-8 TRAIL sensitization | inhibition (viability loss, TRAIL sensitization), % at 10 µM | AID 624354 | hit rate 1% among 360,000 | NB7+C8 cells + TRAIL, ATPlite viability luminescence;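 active means compounds causing at least 50% loss of cell viability in the single-dose screen, relative to plate controls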
# CF NFkB inh = blocks PAF-induced NF-kB reporter in cystic fibrosis cells; hit rate 0.86% among 360,000; KKLEB NF-kB-GFP reporter, GFP fluorescence overnight; inhibition, % at 5 µM;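 active means at least 50% inhibition at 5 µM, scaled per plate between neutral and stimulator controls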;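 further: PAF is a Pseudomonas aeruginosa culture filtrate used as stimulus; plate controls were PAF-stimulated DMSO wells for no effect and unstimulated DMSO wells for full effect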
# KKLEB cytotox = reduces viability of KKLEB cystic fibrosis airway cells; KKLEB CF airway cells viability, ATPlite luminescence, overnight; active compounds read low; cells stimulated with P. aeruginosa culture filtrate; activity change (cytotoxicity), % at 5 µM; hit rate 0.36% among 360,000; AID 602141;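 active means corrected activity change at or below -50% at 5 µM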
# NR2E3 ag-1 = agonists of human nuclear receptor NR2E3 | GST-NR2E3/biotin-RetCOR TR-FRET, 1536-well | AID 2300 | hit rate 0.12% among 320,000 | inhibition of corepressor binding, % at 4.78 µM;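 active means percent inhibition above the cutoff of mean plus 3 SD of all tested compounds, set per screening campaign, cut at about 20% in these data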;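 further: 0% = DMSO wells and 100% = biotin wells as full block of FRET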
# Target sequence (Q9Y5X4 whole entry, looked up): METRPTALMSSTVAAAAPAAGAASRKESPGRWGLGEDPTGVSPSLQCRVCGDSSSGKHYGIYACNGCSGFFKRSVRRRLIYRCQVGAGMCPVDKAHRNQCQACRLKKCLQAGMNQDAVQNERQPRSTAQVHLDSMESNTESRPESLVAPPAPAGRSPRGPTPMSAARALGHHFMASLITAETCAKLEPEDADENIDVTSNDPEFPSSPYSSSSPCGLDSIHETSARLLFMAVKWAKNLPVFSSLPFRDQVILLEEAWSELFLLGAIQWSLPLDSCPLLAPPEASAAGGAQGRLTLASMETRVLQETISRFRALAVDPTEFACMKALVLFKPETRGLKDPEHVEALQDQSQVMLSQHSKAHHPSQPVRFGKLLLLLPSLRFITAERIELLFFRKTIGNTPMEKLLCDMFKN
#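 Test system – NR2E3–RetCOR corepressor complex · Quantity – NR2E3 fusion 1.35 nM · Buffer or medium – Tris pH 7.5 · Incubation – Compound–protein incubation for 5 h at 4 °C · Technique – TR-FRET, Eu(K)-anti-GST donor, streptavidin-D2 acceptor, ex 340, em 617/671 nm · Evaluation – percent inhibition of 671/617 nm emission ratio versus biotin and DMSO controls · Plate – 1536-well format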
# NR2E3 ag-2 = agonists of human NR2E3 nuclear receptor | Q9Y5X4 | CHO-S Gal4-NCOR/VP16-NR2E3 two-hybrid, luciferase | inhibition of corepressor binding, % at 3.98 µM | hit rate 0.35% among 360,000 | AID 602229;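 active means inhibition above the mean of all tested compounds plus 3 SD, cut at about 70% in these data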;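 further: 0% = DMSO with NR2E3 transfected cells and 100% = cells lacking NR2E3 construct; higher means lower luciferase signal from less NR2E3 corepressor binding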
# TROY NFkB inh = TROY signaling inhibition | Q293 LMP1-TROYcd NF-kB luciferase reporter, 4 h | inhibition, % at 10 µM | hit rate 0.98% among 360,000 | AID 1347056;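 active means compounds whose plate-normalised and pattern-corrected inhibition of the luciferase reporter signal at the single screening dose is 50% or more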
# Peg3 prom inh = inhibitors of Peg3 promoter | inhibition, % at 20 µM | hit rate 1.7% among 360,000 | HeLa PEG-Prom luciferase reporter, luminescence, overnight | AID 588405;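 active means inhibition of at least 50% at 20 µM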
# * hit, by the source's call; / = no result given.
Structure,MITF TRPM1 inh,TWEAK Fn14 block,Shn3 inh set2,HIF-2a block,TRAIL sens C8,CF NFkB inh,KKLEB cytotox,NR2E3 ag-1,NR2E3 ag-2,TROY NFkB inh,Peg3 prom inh
Cc1ccc(C(=O)Nc2sc(C)c(-c3ccccc3)c2C(N)=O)cc1[N+](=O)[O-],18,98*,39,6,27,30,-14,1,54,87*,-179
CCCCN(C(=O)C1CCC1)c1c(N)n(CC(C)C)c(=O)[nH]c1=O,3,-6,0,7,6,-6,11,4,0,-4,-2
CC1=C(c2ccc(C)cc2)S(=O)(=O)N(CC(=O)O)C1=O,-9,12,14,7,-2,-7,7,-5,-13,13,9
O=C(Cn1c(=O)oc2cc(S(=O)(=O)N3CCCC3)ccc21)N1CCN(C2CCCCC2)CC1,/,8,-5,6,-1,21,16,-1,-19,-5,15
CN(C)C=NC(=O)/C(C#N)=C/c1ccccc1,-47,-8,8,16,-8,16,-5,1,-26,4,18
CCCn1c(N)c(C(=O)COC(=O)c2cccc(S(=O)(=O)N3CCOCC3)c2)c(=O)[nH]c1=O,/,-22,-10,14,-7,10,8,-1,-1,7,-11
CCSc1nnc(NC(=O)COc2cccc3ccccc23)s1,15,0,-4,-12,22,-4,-7,0,0,-5,3
Cc1cc(C(=O)N2CCCC(C(=O)c3cccc(C(F)(F)F)c3)C2)nc(C)n1 (configuration not stated),-13,-3,-18,-14,3,6,-6,0,-7,-22,8
CCOc1ccc(S(=O)(=O)NN=C2CCN(C(C)=O)CC2)cc1,1,7,/,16,9,8,11,1,0,9,4
CC(=O)Nc1ccc(CN2CCN(CCC(C)C)C(CCO)C2)cc1 (configuration not stated),5,29,2,14,-14,2,2,-5,9,-2,3
O=C(Nc1cccc(-c2csc(Nc3ccc(Cl)cc3)n2)c1)c1ccccc1,-28,30,-3,-140,14,-25,-2,4,-60,-6,-81
FC(F)(F)c1cccc(N2CCN(CC3CC=CCC3)CC2)c1 (configuration not stated),1,2,9,-2,2,0,0,-1,-5,1,10
CCCc1cc(=O)[nH]c(SCc2cc(=O)oc3c(C)c(C)ccc23)n1,-5,4,-4,8,-5,8,17,1,14,21,9
Cc1ccc2nc(SCC(=O)N3CCN(C(=O)c4ccco4)CC3)[nH]c2c1,21,-1,7,4,-9,-2,-5,3,2,-25,2
COc1ccc(OCC(=O)Nc2ncc3c(n2)CC(C)(C)CC3=O)cc1,6,-9,10,1,10,20,-10,0,5,5,7
NC(=NCc1ccco1)NC(=O)c1ccc(Cl)cc1,-95,-2,-96,-262,7,-3,-20,-1,-61,-74,-247
CC(=O)Nc1ccc(S(=O)(=O)NCC(=O)NCCc2ccc(S(N)(=O)=O)cc2)cc1,3,11,-7,10,-1,-15,5,1,1,13,3
COC(=O)c1ccc(OC(=O)CCN2c3ccccc3Sc3ccccc32)cc1,0,-2,5,12,6,1,3,2,-14,17,-7
O=C(COC(=O)CNS(=O)(=O)c1ccc(F)c(F)c1F)NCCc1ccccc1,28,7,-5,14,2,26,-18,6,-3,-3,11
COc1ccccc1CNC(=O)C1CC(c2ccccc2[N+](=O)[O-])=NO1 (configuration not stated),9,14,10,8,11,-4,-5,0,-6,-11,-6
CC(NC(=O)Cc1ccc(S(=O)(=O)N2CCOCC2)s1)c1ccc(Cl)cc1Cl (configuration not stated),-4,-6,13,15,7,2,-13,1,-32,6,9
COc1ccc(Br)cc1S(=O)(=O)N1CCOCC1,22,5,-3,10,-14,3,5,3,-5,12,0
COc1ccc2oc(=O)c(C(=O)Nc3cccc(C)c3)cc2c1,-70,-29,-26,-189,15,-25,-6,-1,-58,-46,-255
Cc1cccc(NC(=S)NCCC(c2ccccc2)c2ccccc2)c1,-3,2,-5,12,-10,2,10,-3,10,26,28
COc1cc(OC)cc(C(=O)NCC(=O)NCC(c2ccco2)N2CCCCC2)c1 (configuration not stated),0,-5,-5,15,-12,-16,9,4,9,-2,6
c1cn2c(NC3CCCC3)c(-c3ccc(N4CCOCC4)cc3)nc2cn1,/,-30,3,-172,-21,-10,-4,-2,-55,-28,-138
CC(C)(C)NC(=O)c1cccc(NC(=O)c2ccc3c(c2)C(=O)N(C(C)(C)C)C3=O)c1,-8,-4,-3,-2,26,4,-6,2,-5,57*,-2
COC1=C(C)C(O)=C(C(=O)/C=C/c2ccccc2)C(=O)C1(C)C,-4,27,-7,-11,1,23,-19,-2,5,-32,33
COC(=O)C[C@@H]1C[C@H]2c3cc(NC(=O)C4CCC4)ccc3O[C@H]2[C@@H](CO)O1,/,-4,-2,0,-2,-22,6,/,-32,-8,-8
O=C(COC(=O)c1ccc2c(c1)OCO2)NC1CCS(=O)(=O)C1 (configuration not stated),3,3,-2,2,-13,1,2,3,-6,6,1
O=C(/C=C/c1cccc(Cl)c1)NCc1ccccc1,-21,15,-28,-20,3,-18,0,-1,-5,-14,-16
O=C(CCSc1ccccc1)NC(=O)COC(=O)c1ccc(OC(F)F)cc1,12,-30,-6,25,-2,11,-2,1,10,13,7
CCOC(=O)c1c(C)[nH]c(C(=O)CN2C(=O)NC3(CCCC3)C2=O)c1C,-45,-10,-45,-154,33,10,-3,1,-19,-22,-102
O=C(Nc1nc(-c2ccco2)c(-c2ccco2)s1)c1ccc(F)cc1F,-48,20,-31,-5,17,-17,16,/,-4,-41,-194
Cc1c(Cl)c([N+](=O)[O-])nn1Cc1ccc(C(=O)NN)o1,10,-18,5,17,-24,4,0,-1,-28,10,12
Cc1ccc(NC(=O)CCn2c(=O)oc3ccccc32)cc1,-18,-2,-37,-34,11,15,4,4,6,-16,-12
O=C(c1ccco1)N1CCN(C(=O)c2cnn3cccnc23)CC1,6,4,15,-1,6,2,10,-3,-21,4,10
Cc1cc(C)c(N)cc1C,5,11,-5,3,-6,10,0,4,-6,14,-3
CCCCCCCCOc1ccc(C(=O)O)cc1,-9,-37,7,-117,-12,8,3,1,-92,-49,-113
CC1CCc2nn(CC(=O)NCCC3=CCCCC3)cc2C1 (configuration not stated),-8,13,7,-16,3,11,-2,-2,-51,-41,-9
O=S(=O)(NCc1ccc2c(c1)OCO2)c1cccc2cccnc12,-3,-3,1,17,-10,-13,13,2,-7,-3,-2
CC1CC(C)CN(S(=O)(=O)c2cccc3nonc23)C1 (configuration not stated),-3,20,-5,15,5,11,10,1,-18,-7,16
Cc1ccc(N2CC(C(=O)Nc3nnc(SCc4cccnc4)s3)CC2=O)cc1 (configuration not stated),5,2,14,9,1,-12,-13,2,10,-18,3
C[C@@H]1CCCCO[C@H](CN(C)C(=O)c2ccncc2)[C@H](C)CN([C@@H](C)CO)C(=O)c2cc(NC(=O)c3ccccc3)ccc2O1,/,3,13,1,-10,-20,16,/,-11,5,7
O=C(Nc1ccc(Cl)c(Cl)c1)O/N=C/c1ccncc1,-22,-1,2,-56,6,14,3,0,22,-18,10
CCc1ccccc1NC(=O)C1C(c2ccccc2)C1(Cl)Cl (configuration not stated),4,26,7,19,-1,-3,-4,0,-4,-2,12
CC(C)=CCC/C(C)=C/CC/C(C)=N/O,-7,-1,-6,11,3,6,-4,-3,1,-19,8
COc1ccc(NC(=O)CCC(=O)OCc2ccc(Br)cc2)cc1,8,12,-9,-2,1,1,-6,-4,3,-2,-3
Cc1ccc(C(=O)N2CCN(c3ccc(NC(=O)c4cc(C)cc(C)c4)cc3)CC2)cc1,17,16,35,13,-10,-32,10,/,-20,20,2
O=C(/C=C/c1ccc(Br)cc1)NC(=S)N1CCOCC1,-39,-29,-15,-79,2,1,-15,2,-21,-43,-22

# Record cards, from the list above.
# CC1CC(C)CN(S(=O)(=O)c2cccc3nonc23)C1 (configuration not stated) across the screens: MITF TRPM1 inh = -3; TWEAK Fn14 block = 20; Shn3 inh set2 = -5; HIF-2a block = 15; TRAIL sens C8 = 5; CF NFkB inh = 11; KKLEB cytotox = 10; NR2E3 ag-1 = 1; NR2E3 ag-2 = -18; TROY NFkB inh = -7; Peg3 prom inh = 16
# O=S(=O)(NCc1ccc2c(c1)OCO2)c1cccc2cccnc12 across the screens: MITF TRPM1 inh = -3; TWEAK Fn14 block = -3; Shn3 inh set2 = 1; HIF-2a block = 17; TRAIL sens C8 = -10; CF NFkB inh = -13; KKLEB cytotox = 13; NR2E3 ag-1 = 2; NR2E3 ag-2 = -7; TROY NFkB inh = -3; Peg3 prom inh = -2

# (listing goes on)
Structure,MITF TRPM1 inh,TWEAK Fn14 block,Shn3 inh set2,HIF-2a block,TRAIL sens C8,CF NFkB inh,KKLEB cytotox,NR2E3 ag-1,NR2E3 ag-2,TROY NFkB inh,Peg3 prom inh
Cc1nc(SCC(=O)NCCc2ccccc2)n[nH]1,9,38,25,6,17,7,6,1,-9,2,6
Cc1ccccc1NC(=O)C1Cc2ccccc2C(=O)O1 (configuration not stated),-23,-5,-9,-60,1,-6,-7,-2,-19,-41,-40
CC1(C)CC(NC(=O)C2CCCCC2)CC(C)(C)N1,5,9,7,10,-6,-12,-4,/,-9,-13,12
CCN(CC)c1ccc(-n2cc3c(=O)n(C)c(=O)n(C)c3c2)cc1,-18,-27,43,-46,-9,3,14,-7,-7,-11,-48
Cc1onc(-c2ccccc2)c1C(=O)N1CCC(CO)(Cc2ccccc2)CC1,-3,2,-8,-10,-8,3,1,1,-34,-17,1
O=C(NCc1ccncc1)C(=O)NCC1OCCCN1S(=O)(=O)c1cc(F)ccc1F (configuration not stated),14,-13,-27,3,-1,8,3,-1,-12,13,14
CC(=O)Nc1ccc(S(=O)(=O)NCCN2CCOCC2)cc1,7,-8,-20,6,9,-11,0,2,-22,-17,7
CN(C)C(CNc1ccc(C(N)=O)cc1[N+](=O)[O-])c1ccccc1 (configuration not stated),-1,18,-8,-4,9,-9,2,-6,-3,-2,-8
CCc1c(C#N)sc(C(N)=O)c1CC,-4,39,-5,21,-10,22,6,-1,1,8,6
CC(C)CC(NC(=O)c1ccccc1)C(=O)OCC(=O)Nc1ccc(S(N)(=O)=O)cc1 (configuration not stated),11,-19,-12,15,-1,2,23,2,-4,4,5
CN1C(=O)c2ccc(S(=O)(=O)c3ccc(C(=O)O)cc3)cc2C1=O,-2,-12,10,-11,4,6,2,-1,-20,-11,3
S=C(NCc1ccccc1)N1CCN(c2ccccc2)CC1,-3,-15,3,-8,-3,11,-4,2,9,-20,2
CCN(C(=O)COC(=O)c1ccc(Cl)nc1)C1CCS(=O)(=O)C1 (configuration not stated),2,5,-4,8,-5,-13,1,0,12,13,2
COc1ccc(-n2c(SCC(N)=O)nc3sc4c(c3c2=O)CCN(C)C4)cc1,-14,-10,-9,8,-8,10,-1,0,-2,12,7
COc1cc([N+](=O)[O-])ccc1NC(=S)N1CCN(c2ccccn2)CC1,-6,-16,-9,-2,-9,21,-4,0,27,-10,4

# Random excerpt: 2 records from the list.
Structure,MITF TRPM1 inh,TWEAK Fn14 block,Shn3 inh set2,HIF-2a block,TRAIL sens C8,CF NFkB inh,KKLEB cytotox,NR2E3 ag-1,NR2E3 ag-2,TROY NFkB inh,Peg3 prom inh
COc1ccc(-n2c(SCC(N)=O)nc3sc4c(c3c2=O)CCN(C)C4)cc1,-14,-10,-9,8,-8,10,-1,0,-2,12,7
CCN(C(=O)COC(=O)c1ccc(Cl)nc1)C1CCS(=O)(=O)C1 (configuration not stated),2,5,-4,8,-5,-13,1,0,12,13,2

# The list is partial; count on the stated rates, not on these rows.
